# Sm TGR inh – blocks Schistosoma mansoni thioredoxin glutathione reductase | Q962Y6 | purified TGR, DTNB reduction, TNB absorbance 405 nm | Potency, µM (highest dose often 114 µM), for inactives: at the highest dose activity change, negative = inhibition, actives largely listed as inhibitors | actives 3% (n = 360,000) | AID 485364; also: potency is read from the fitted curve at half-maximal effect; nearly all actives have a fitted effect of over 60% in size
#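 TGR 20 nM + NADPH 100 uM (dispensed conc.), cpd preinc 15 min RT; start with NADPH (500 uM addition) then DTNB (15 mM addition). Kinetic TNB absorbance, 405 nm filter. Four-parameter Hill fit across titration.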
# AmpC detergent – inhibitors of E. coli AmpC beta-lactamase with detergent; actives 0.041% (n = 370,000); AID 485294; Potency, µM (highest dose often 114 µM), inactives show at the highest dose activity change, negative = inhibition, hits mostly inhibitors; AmpC hydrolysis of nitrocefin, absorbance 480 nm, 0.01% Triton; P00811;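 also: potency is read from the fitted curve at half-maximal effect; 0% = no-compound wells and -100% = no-enzyme wells; nearly all actives have a fitted effect of over 25% in size; some results filed as inactive show a strong effect at the top dose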
# Target sequence (P00811 whole entry, looked up): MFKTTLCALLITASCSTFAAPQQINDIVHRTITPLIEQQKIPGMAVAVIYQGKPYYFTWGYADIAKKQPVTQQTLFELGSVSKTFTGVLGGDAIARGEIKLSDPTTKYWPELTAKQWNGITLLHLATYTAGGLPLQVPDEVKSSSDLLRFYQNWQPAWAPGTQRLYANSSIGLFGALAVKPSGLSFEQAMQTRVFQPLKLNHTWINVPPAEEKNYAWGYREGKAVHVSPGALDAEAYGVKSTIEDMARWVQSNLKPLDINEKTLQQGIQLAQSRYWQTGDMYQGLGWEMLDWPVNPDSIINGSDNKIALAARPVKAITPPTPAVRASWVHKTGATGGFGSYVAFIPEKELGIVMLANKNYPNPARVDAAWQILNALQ
#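 20 mM phosphate pH 7.0 + 0.01% (detergent screen) or 0.0001% Triton X-100; 5.3 nM AmpC reagent; cpd preinc 15 min RT; nitrocefin (800 uM stock) to start; A480 q20 s × 4 min; Activity was normalised to no-enzyme and no-compound control wells.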
# AMA1-RON2 inh – inhibitors of Plasmodium falciparum AMA1-RON2 interaction; Potency, µM (titrated, usually from 58.2 µM), for the others: top-dose activity change, negative = inhibition, most hits filed as inhibitors; AlphaScreen AMA1-biotinylated RON2 peptide binding; actives 0.2% (n = 360,000);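 also: potency is read from the fitted curve at half-maximal effect; 0% = vehicle wells and -100% = peptide control; nearly all actives have a fitted effect of over 45% in size; some results filed as inactive show a strong effect at the top dose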
#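 AMA1 (3D7) with his tag at 25 nM final met compounds first, then biotinylated RON2 peptide at 25 nM; detection used donor plus acceptor beads, 10 µg/mL apiece, read by AlphaScreen after 30 min at room temperature.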
# AmpC no deterg – blocks E. coli AmpC beta-lactamase in detergent-free assay | Potency, µM (titrated, usually from 57.1 µM), inactives show at the top dose activity change, negative = inhibition, most hits filed as inhibitors | AmpC nitrocefin hydrolysis, absorbance 480 nm, 0.0001% Triton | P00811 | actives 0.52% (n = 330,000);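 also: potency is read from the fitted curve at half-maximal effect; plate controls were no compound for no effect and no enzyme for full effect; nearly all actives have a fitted effect of over 20% in size; some results filed as inactive show a strong effect at the top dose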
#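 20 mM phosphate pH 7.0 + 0.01% (detergent screen) or 0.0001% Triton X-100; 5.3 nM AmpC reagent; cpd preinc 15 min RT; nitrocefin (800 uM stock) to start; A480 q20 s × 4 min; Activity was normalised to no-enzyme and no-compound control wells.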
# Giardia FBPA inh – inhibitors of Giardia lamblia fructose-1,6-bisphosphate aldolase | A8B2U2 | purified Giardia FBPA | Potency, µM (highest dose often 59.6 µM), for inactives: top-dose activity, negative = inhibition, most hits filed as inhibitors | actives 0.71% (n = 290,000) | AID 2451; also: potency is read from the fitted curve at half-maximal effect; nearly all actives have a fitted effect of over 55% in size
# Target sequence (A8B2U2 whole entry, looked up): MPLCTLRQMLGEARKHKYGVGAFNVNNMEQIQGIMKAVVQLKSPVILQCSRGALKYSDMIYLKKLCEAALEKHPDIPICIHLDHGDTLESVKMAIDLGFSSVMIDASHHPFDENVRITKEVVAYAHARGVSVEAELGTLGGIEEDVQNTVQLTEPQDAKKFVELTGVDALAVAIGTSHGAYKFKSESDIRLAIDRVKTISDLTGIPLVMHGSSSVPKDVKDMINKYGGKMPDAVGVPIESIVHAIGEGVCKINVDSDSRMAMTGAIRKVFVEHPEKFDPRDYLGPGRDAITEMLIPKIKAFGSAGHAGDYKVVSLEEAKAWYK
#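 Giardia FBPA (40 nM reagent) was preincubated 10 min at RT with compound (up to 57.5 uM final), then substrate plus GAPDH/TPI/NAD/arsenate coupling system with diaphorase/resazurin was added; resorufin fluorescence (525/598 nm) was read after 20 min.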
# HCMV antiviral – human cytomegalovirus inhibition; actives 4.5% (n = 410,000); AID 1259415; HFF cells, HCMV-luciferase reporter, 72 h; hits give low values; activity change, negative = inhibition, % at 57.5 µM; in the data active = activity change below about -60%; inconclusive = no clear call, values can overlap the other calls; inactive = above about -39%
#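 Inhibition of viral replication was scored as loss of reporter luminescence in HFFs infected with HCMV-luciferase (MOI 1 PFU/cell) for 72 h; compounds tested at 2 doses, normalized to buffer and Salinomycin controls.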
# Active calls of the source: *; u = inconclusive; x = not tested or not shown; [ ] = dose if it differs, or a comment. Unless noted, calls follow the shape of the dose curve; as a rule, active = well fitted curve in the direction sought with a large enough effect; inconclusive = small, poorly fitted or top-dose-only effect, or another doubt; inactive = no such curve, though single readings can be large; an effect the other way counts as inactive or inconclusive. Unless noted, % is scaled to controls: 0 for no effect and ±100 for the full control effect.
SMILES,Sm TGR inh,AmpC detergent,AMA1-RON2 inh,AmpC no deterg,Giardia FBPA inh,HCMV antiviral
CCC(=O)N1CCc2cc(S(=O)(=O)NCCN3CCCCC3CC)ccc21 (stereo unspecified),2%,2%,25%,x,-3%,5
CN(C)/C(=N\S(=O)(=O)c1ccccc1)c1ccc([N+](=O)[O-])cc1,1%,-20%,-11%,-4%,3%,14
CN1CCCC(OC(=O)CCCC(=O)OC2CCCN(C)C2)C1 (stereo unspecified),-1%,3%,-7%,-24%,-2%,-2
Nc1nc(-c2c(Cl)cccc2Cl)no1,-1%,-14%,12%,-22%,-4%,10
NC(=O)CSc1nc2c(sc3ccccc32)c(=O)n1CCCC(=O)NCC1CCCO1 (stereo unspecified),6%,6%,21%,-8%,7%,-22
COc1cc(C(=O)NC2CCN(Cc3nnnn3Cc3cccs3)CC2)cc(OC)c1OC,-14%,-6%,-14%,64%[activator],-1%,28
O=C(O)CC1SC(=Nc2cccc(C(F)(F)F)c2)NC1=O (stereo unspecified),0%,-5%,17%,-16%,3%,5
COc1ccc(-c2oc(=O)c3cc(OC)c(OC)cc3c2C#CCCO)cc1,x,x,-1%,144%[activator],x,-18
CCOc1nc(C)ccc1-c1noc(-c2ccco2)n1,14%,1%,17%,-12%,-3%,72
Cc1ccc2nc3c(c(N)c2c1)CCN3C,5%,1%,-27%,-10%,u,-20
O=C1c2[nH]nc(-c3ccccc3O)c2C(c2ccc(F)cc2)N1CCO (stereo unspecified),7%,17%,x,x,x,16
O=C(Nc1cccc2ncccc12)c1cc(Br)ccc1Cl,4%,2%,5%,-8%,6%,-14
Cc1ccc(S(=O)(=O)CCC(=O)NCCc2ccc(Cl)cc2)cc1,-22%,4%,9%,-3%,6%,65
COc1ccc(-c2nc3scc(CCNS(=O)(=O)c4ccc(F)cc4C)n3n2)cc1,10%,-2%,x,x,x,u
Cc1c(C)n(C)c2ccc(C(=O)NCCCN3CCN(c4ccccc4F)CC3)cc12,-16%,-7%,-27%,120%[activator],14%,0
COc1ccc(CNCc2cccc(C)c2)cc1,-18%,-16%,-13%,-19%,-22%,-21
O=C1CCC/C=C\C[C@@H](CC(=O)N(CCO)Cc2ccccc2)C(=O)NCCO1,x,x,13%,1%,x,10
NC(=O)c1c(NC(=O)c2cccnc2Cl)sc2c1CCCC2,-13%,0%,5%,19%[2.29 µM],-3%,-16
COC(=O)c1cccc2c1-c1ccccc1/C2=N/O,-2%,-5%,6%,-32%,-9%,u
Cc1cccc(C)c1NS(=O)(=O)c1c(C)[nH]c(=O)[nH]c1=O,3%,-11%,8%,-21%,9%,11
CCOC(=O)C1=C(C)NC(C)=C(C(=O)OCC)C1C(=O)OCC(=O)c1ccc2c(c1)OCCO2,-4%,u,8%,60%,-2%,-21
O=c1[nH]c2cc(Br)cnc2nc1/C=C(\O)c1ccc(F)cc1,10%,-6%,4%,-14%,0%,-7
CS(=O)(=O)Cc1nc2ccccc2oc1=O,u,-12%,-26%,-6%,u,24
COc1ccc(Br)cc1C1Sc2ccccc2NC2=C1C(=O)c1ccccc12 (stereo unspecified),8%,3%,x,x,x,7
CCNC(=O)NC(=O)COC(=O)c1cccc(NS(=O)(=O)/C=C/c2ccccc2)c1,4%,u,4%,-26%,2%,-11
CC(=O)Nc1ccc2[nH]ccc2c1,7%,-15%,2%,-20%,-6%,-10
CN(C)C(=O)c1ccc2c(c1)C1C3CCC(C3)C1C(c1ccccc1)N2 (stereo unspecified),-12%,-3%,-3%,109%[activator],2%,u
CC(C)c1ccc(S(=O)(=O)N2CCN(C(=O)c3cc(-c4ccccc4)n[nH]3)CC2)cc1,11%,-9%,22%,-19%,-4%,-6
Cc1[nH]c2c(C)cccc2c1CC(=O)O,-33%,-2%,3%,13%,-8%,-13
O=C(C1COc2ccccc2O1)N(Cc1cccnc1)c1nc2c(F)cc(F)cc2s1 (stereo unspecified),-3%,2%,x,x,x,0

# Limited to Sm TGR inh, AMA1-RON2 inh and AmpC no deterg, for some of the entries so far:
Molecule	Sm TGR inh	AMA1-RON2 inh	AmpC no deterg
Cc1cccc(C)c1NS(=O)(=O)c1c(C)[nH]c(=O)[nH]c1=O	3%	8%	-21%
NC(=O)c1c(NC(=O)c2cccnc2Cl)sc2c1CCCC2	-13%	5%	19%[2.29 µM]
COc1ccc(CNCc2cccc(C)c2)cc1	-18%	-13%	-19%

# (listing goes on)
SMILES,Sm TGR inh,AmpC detergent,AMA1-RON2 inh,AmpC no deterg,Giardia FBPA inh,HCMV antiviral
N#Cc1ccc(-c2ccc(OCC(=O)NCCc3ccccc3)cc2)cc1,2%,7%,14%,-1%,1%,3
CCCCn1nc(C(=O)N(CC)CC(=O)Nc2c(F)cccc2F)c2ccccc2c1=O,3%,6%,-3%,-1%,x,u
Cc1cccc(Nc2ncnc(N)c2[N+](=O)[O-])n1,7%,0%,16%,-18%,-1%,-79*
CCCCN1C(=O)CC(Sc2ncccc2C(=O)O)C1=O (stereo unspecified),x,4%,17%,-9%,6%,4
O=C(COc1cc(F)ccc1[N+](=O)[O-])NCC1CCCO1 (stereo unspecified),x,x,6%,-6%,x,-31
Cc1n[nH]c(=O)nc1N/N=C/c1ccco1,-32%,6%,81%[activator],-6%,u,-27
Cc1cccc(CCNC(=O)C2CCN(c3ncnc4c3nc3n4CCCCC3)CC2)c1,2%,8%,x,x,x,u
O=C(CN(C1CC1)S(=O)(=O)c1ccc(S(=O)(=O)N2CCCCCC2)cc1)Nc1ccccc1,0%,u,7%,-8%,0%,-5
O=c1c2nnn(-c3ccccc3)c2ncn1C/C=C/c1ccccc1,-8%,6%,0%,-22%,0%,17
CCN(c1ccccc1)S(=O)(=O)c1ccc(C(=O)Nc2cc(C)ccn2)cc1,-1%,2%,-8%,-7%,x,-25
COc1ccc(N(CC(=O)Nc2ccc(S(=O)(=O)N3CCOCC3)cc2)S(=O)(=O)c2ccc(F)cc2)cc1,8%,13%,7%,-9%,-15%,-6
O=C(NN=C1CCCC1)c1cc(Cl)cc(Cl)c1O,-1%,-11%,30%,-38%,1%,-4
CCCCOc1ccc(NC(=O)C(=O)NCCCn2ccnc2)cc1,6%,-9%,8%,7%,3%,-10
CCCCCCOc1ccc(CN2CCN(CC)CC2)cc1,-1%,u,-8%,26%,-8%,-75*
CSCCC(NC(=O)c1ccccc1Cl)C(=O)NCC(c1cccs1)N(C)C (stereo unspecified),-2%,0%,0%,-22%,x,-15

# Part of the list above, with values under each structure:
# Values run as follows: Sm TGR inh	AmpC detergent	AMA1-RON2 inh	AmpC no deterg	Giardia FBPA inh	HCMV antiviral
- Cc1cccc(CCNC(=O)C2CCN(c3ncnc4c3nc3n4CCCCC3)CC2)c1
    2%	8%	x	x	x	u
- O=C(CN(C1CC1)S(=O)(=O)c1ccc(S(=O)(=O)N2CCCCCC2)cc1)Nc1ccccc1
    0%	u	7%	-8%	0%	-5
- O=c1c2nnn(-c3ccccc3)c2ncn1C/C=C/c1ccccc1
    -8%	6%	0%	-22%	0%	17
- CCN(c1ccccc1)S(=O)(=O)c1ccc(C(=O)Nc2cc(C)ccn2)cc1
    -1%	2%	-8%	-7%	x	-25

# (further entries)
SMILES,Sm TGR inh,AmpC detergent,AMA1-RON2 inh,AmpC no deterg,Giardia FBPA inh,HCMV antiviral
CC(=O)NC(Cc1c[nH]c2ccccc12)C(=O)O (stereo unspecified),9%,6%,-6%,-10%,10%,-4
Cc1cc(C(=O)N2CCCC(C(=O)c3cccc(C(F)(F)F)c3)C2)nc(C)n1 (stereo unspecified),0%[57.1 µM],0%,-9%,62%[activator],5%,-21
NS(=O)(=O)c1ccc(CCNc2nc3c(-c4cccc(F)c4)nnn3c3ccccc23)cc1,-5%,u,17%,-12%,3%,6
COc1cccc(N2CC(O)Cn3c2nc2c3c(=O)[nH]c(=O)n2C)c1 (stereo unspecified),-2%,-14%,19%,4%,3%,-5
Cc1sc2nc(C3CC3)nc(NCCNS(C)(=O)=O)c2c1C,-1%,-16%,-16%,2%,-2%,-8
CN(C)C(=O)Oc1ccc(OCc2cccc[n+]2C)cc1,7%,14%,-11%,-18%,-5%,33
O=C(c1ccc2c(c1)N(Cc1ccc(Cl)cc1)C(=O)c1ccccc1S2(=O)=O)N1CCc2ccccc21,1%,22%,x,x,x,-26
Cc1ccc(S(=O)(=O)C2(C(=O)N3CCN(c4ccccc4F)CC3)CC2)cc1,-1%,-9%,-19%,55%,8%,8
O=C(COC(=O)/C=C/c1ccc(OC(F)F)cc1)Nc1ccc2[nH]c(=O)[nH]c2c1,x,x,-8%,-44%,x,8
CCCn1nc(C(=O)Nc2cc(C(=O)OC)ccc2C)c2ccccc2c1=O,12%,2%,0%,-4%,12%,14
COc1ccc(NC(=S)NC23CC4CC(CC(C4)C2)C3)cc1OC,0%,3%,-8%,-10%,x,-15
COc1cc(OC)cc(C(=O)Oc2c(Sc3ccccc3)c(C)nn2C(C)(C)C)c1,-3%,-4%,x,x,x,3
Cc1cc(Cl)ccc1OCC(=O)N(Cc1ccc(N(C)C)cc1)CC1CCCO1 (stereo unspecified),-6%,-9%,x,x,x,-30
CC(Sc1n[nH]c(N)n1)C(=O)Nc1cccc2ccccc12 (stereo unspecified),-12%,4%,-10%,-14%,x,29
O=C(CCC(=O)N1CCN(c2ccc(Cl)c(Cl)c2)CC1)c1ccccc1,-17%,-10%,-3%,-4%,-9%,u
Cc1ccc(C(=O)NCCSc2c[nH]c3ccccc23)cc1C,0%,16%,x,x,x,5
CCOC(=O)c1ccc(N2CN(CCc3ccccc3)CNC2=S)cc1,-2%,-6%,15%,-27%,0%,u
O=C(COC(=O)c1cc(-c2ccco2)nc2ccccc12)NCc1ccc2c(c1)OCO2,8.9µM*,u,-7%,-52%,4%,4

# In the list so far, these have two or more sulfur atoms:
SMILES,Sm TGR inh,AmpC detergent,AMA1-RON2 inh,AmpC no deterg,Giardia FBPA inh,HCMV antiviral
NC(=O)CSc1nc2c(sc3ccccc32)c(=O)n1CCCC(=O)NCC1CCCO1 (stereo unspecified),6%,6%,21%,-8%,7%,-22
COc1ccc(-c2nc3scc(CCNS(=O)(=O)c4ccc(F)cc4C)n3n2)cc1,10%,-2%,x,x,x,u
O=C(CN(C1CC1)S(=O)(=O)c1ccc(S(=O)(=O)N2CCCCCC2)cc1)Nc1ccccc1,0%,u,7%,-8%,0%,-5
COc1ccc(N(CC(=O)Nc2ccc(S(=O)(=O)N3CCOCC3)cc2)S(=O)(=O)c2ccc(F)cc2)cc1,8%,13%,7%,-9%,-15%,-6
CSCCC(NC(=O)c1ccccc1Cl)C(=O)NCC(c1cccs1)N(C)C (stereo unspecified),-2%,0%,0%,-22%,x,-15
Cc1sc2nc(C3CC3)nc(NCCNS(C)(=O)=O)c2c1C,-1%,-16%,-16%,2%,-2%,-8

# Source: PubChem BioAssay
